Assay outcomes (PubChem BioAssay)
CIT2 TOR yeast = modulators of CIT2-GFP expression in yeast, primary screen, S. cerevisiae, GFP fusion, multiplex flow cytometry, MLPCN library; GFP response vs DMSO, % at 10 µM; 320,000 tested, 0.065% active; AID 2029, 2009; S. cerevisiae CIT2-GFP strain, 3 h; 100 means same as DMSO wells;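 active = GFP response relative to DMSO above a set limit, near the screen mean plus 3 SD, cut at about 150% in these data; inconclusive = Fewer than 70 cells measured for a yeast strain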;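 note: ratio of well median GFP fluorescence to mean of DMSO wells on the plate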
VLA-4 inh = inhibition in human VLA-4 binding assay, primary screen, VLA-4 allosteric modulator project, MLPCN library, flow cytometry, VLA-4 expressing cells; AID 2557, 2010; ligand binding flow cytometry; inhibition, % (about 7 µM as worked out from the volumes in the protocol); 330,000 tested, 0.2% active; in the data active = inhibition above about 50%
Target sequence (P13612 whole entry, looked up): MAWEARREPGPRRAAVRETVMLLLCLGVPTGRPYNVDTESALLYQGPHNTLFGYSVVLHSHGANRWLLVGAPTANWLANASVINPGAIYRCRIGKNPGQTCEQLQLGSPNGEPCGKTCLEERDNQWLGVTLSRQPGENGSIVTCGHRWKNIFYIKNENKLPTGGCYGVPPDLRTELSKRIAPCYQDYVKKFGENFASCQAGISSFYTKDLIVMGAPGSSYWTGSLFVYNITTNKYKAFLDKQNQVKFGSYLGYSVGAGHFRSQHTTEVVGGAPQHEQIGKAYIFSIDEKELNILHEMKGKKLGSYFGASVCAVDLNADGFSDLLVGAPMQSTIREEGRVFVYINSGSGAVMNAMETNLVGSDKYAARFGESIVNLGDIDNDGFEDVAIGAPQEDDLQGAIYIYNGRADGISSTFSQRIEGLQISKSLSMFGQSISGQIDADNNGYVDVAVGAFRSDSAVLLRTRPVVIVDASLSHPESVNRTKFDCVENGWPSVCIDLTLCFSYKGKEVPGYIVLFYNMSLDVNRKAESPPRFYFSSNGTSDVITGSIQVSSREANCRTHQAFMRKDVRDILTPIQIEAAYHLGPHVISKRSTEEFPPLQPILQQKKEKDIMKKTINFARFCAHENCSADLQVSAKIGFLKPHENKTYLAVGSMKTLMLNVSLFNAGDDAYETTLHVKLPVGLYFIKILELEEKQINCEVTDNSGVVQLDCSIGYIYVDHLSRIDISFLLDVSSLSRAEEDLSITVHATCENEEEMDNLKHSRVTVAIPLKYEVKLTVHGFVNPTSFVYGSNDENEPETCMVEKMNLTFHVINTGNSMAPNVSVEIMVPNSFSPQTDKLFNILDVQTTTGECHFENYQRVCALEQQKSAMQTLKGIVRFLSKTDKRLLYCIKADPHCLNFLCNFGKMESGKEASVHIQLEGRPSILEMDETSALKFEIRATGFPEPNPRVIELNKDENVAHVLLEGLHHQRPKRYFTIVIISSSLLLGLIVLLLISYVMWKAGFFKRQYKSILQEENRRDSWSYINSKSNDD
Bcl-xL primary = inhibitors of human Bcl-xL, primary screen, biochemical, fluorescence polarization, HTS. GST-Bcl-xL / FITC-Bim BH3 peptide fluorescence polarization. 320,000 tested, 0.7% active. AID 2129, 2009. inhibition, % at 10.9 µM. Bcl-2-like protein 1 (Homo sapiens), Q07817;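 active = inhibition above the mean of all tested compounds plus 3 SD, cutoff set per campaign, cut at about 30% in these data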;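 note: 0% = DMSO wells and 100% = unlabeled Bim-BH3 peptide competitor; inhibitors lower millipolarization by displacing the labeled peptide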
MCL1-BIM inh = inhibitors of MCL1 binding to BIM-BH3, primary screen, biochemical, fluorescence polarization | Induced myeloid leukemia cell differentiation protein Mcl-1 (Homo sapiens), Q07820 | GST-MCL1 / FITC-Bim-BH3 fluorescence polarization | inhibition, % at 10.9 µM | 320,000 tested, 0.68% active | AID 2057, 2009;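 active = inhibition above the mean inhibition of all tested compounds plus 3 SD, set per campaign, cut at about 40% in these data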;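 note: 0% = DMSO wells and 100% = unlabeled Bim-BH3 peptide control; higher means more loss of mP so more displacement of Bim peptide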
MEX-5 binding = MEX-5 zinc finger RNA-binding disruptors – biochemical, C. elegans, fluorescence polarization, MLPCN library, primary screen | activity score (negative = inhibition of binding), % at 10 µM | MEX-5/FITC-TCR2 RNA binding; active compounds read low | 300,000 tested, 0.38% active;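 active = inhibition past about -25% in most replicates, and total fluorescence under double the plate's negative control median, limit read from the data; inconclusive = replicates evenly split on the limit, or fluorescence at least double controls; inactive = too little inhibition in most replicates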;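 note: 0% = DMSO and -100% = 5 µM competing unlabeled TCR2 RNA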
CR mimetic SO = reduction of superoxide in aged yeast, primary screen, HTS. S. cerevisiae aged cells, superoxide DHE fluorescence; active compounds read low. superoxide response (% of plate mean), % at 10 µM. 330,000 tested, 0.18% active. AID 2690, 2010;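 active = superoxide response under a set limit, about three screen SD below normal, cut at about 65% in these data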;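 note: yeast aged for seven days with compound at 30 °C before DHE staining; 100% = average MFI of all compound-treated wells on the plate with controls excluded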
GRK2 aptamer HTS = compounds blocking aptamer binding on GRK2 – biochemical, human GRK2, bead flow cytometry, HTS, primary screen. Beta-adrenergic receptor kinase 1 (Homo sapiens), P25098. FAM-aptamer displacement from GRK2. inhibition of aptamer binding, % at 10 µM. 330,000 tested, 0.59% active;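 active = inhibition of aptamer binding above 40%, roughly 3 SD of noise, on plates passing a quality check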;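 note: median bead fluorescence of bound FAM aptamer so fluorescent compounds give negative values; no value below 0 was filed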
AGP1-GFP MLPCN = modulators of AGP1-GFP expression in yeast TOR pathway, primary screen, cell-based, multiplex flow cytometry, S. cerevisiae, MLPCN library. AID 2066, 2009. 320,000 tested, 0.02% active. GFP response vs DMSO, % at 10 µM. 3 h; GFP as percent of DMSO wells;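 active = GFP response relative to DMSO above a set limit, near screen average plus 3 SD, cut at about 150% in these data; inconclusive = fewer than 70 cells counted for the yeast strain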;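 note: median GFP channel fluorescence of the gated AGP1 strain per well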
GLD-1 TGE inh = GLD-1/TGE RNA complex disruptors, primary screen, biochemical, fluorescence polarization; Female germline-specific tumor suppressor gld-1 (Caenorhabditis elegans), Q17339; purified GLD-1 + fluorescein TGE RNA; inhibition, % at 5.96 µM; 320,000 tested, 0.44% active; AID 2280, 2010;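 active = percent inhibition above a per-plate cutoff, the plate mean of test compounds plus 3 SD, cut at about 30% in these data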;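 note: 0% = DMSO wells with GLD-1 and probe and 100% = wells lacking GLD-1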
* marks the source's active call; other numbers are inactive results; i = inactive; ? = inconclusive; . = not tested or not shown.

SMILES	CIT2 TOR yeast	VLA-4 inh	Bcl-xL primary	MCL1-BIM inh	MEX-5 binding	CR mimetic SO	GRK2 aptamer HTS	AGP1-GFP MLPCN	GLD-1 TGE inh
Nc1ccc(S(=O)(=O)C(F)(F)F)cc1N	106	4	-1	-10	0.1	85	5	104	6
CCOC(=O)N1CCN(C(=O)C(=O)c2cn(CC(=O)N3CCCCCC3)c3ccccc23)CC1	100	-5	4	6	-8.3	104	29	94	8
CC(=O)N1CCOc2ccc(S(=O)(=O)N3CCC(C(=O)Nc4cc(C)cc(C)c4)CC3)cc21	98	5	7	-1	-0.5	80	3	23	-2
O=C(CCC(=O)N1CCCC(Nc2ccccc2)C1)c1ccc(F)cc1 (stereo not given)	94	-5	7	3	0.0	100	1	94	-5
CC(CNC(=O)c1cccc(Br)c1)n1cncn1 (stereo not given)	102	-5	.	.	2.0	106	1	102	.
CCCN1CCC(=O)N([C@H](CSc2ccc(OC)cc2)c2ccccc2)CC1	70	0	12	12	-0.5	100	0	84	9
CC(=O)c1sc(N/N=C/c2cccc(O)c2)nc1C	88	28	1	2	-0.8	97	0	99	-10
CCN(CC)c1ccc(NC(=O)CCS(=O)(=O)c2cccc3nsnc23)c(C)c1	96	10	0	5	-2.9	91	2	94	-3
CCN1C(=O)[C@@H]2[C@@H](c3ccc(-c4ccc5c(c4)OCO5)c(OC)c3)N3CCCC[C@@]3(C(=O)OC)[C@@H]2C1=O	104	14	6	4	-0.7	106	2	106	7
Cc1ccc(-c2csc3nc(SCC(N)=O)n(Cc4ccccc4)c(=O)c23)cc1	99	34	2	5	0.9	98	0	104	-1
CC(C)[C@H](NS(=O)(=O)c1ccc(Cl)cc1)C(=O)OCC(=O)c1c(N)n(C)c(=O)n(C)c1=O	97	2	-1	-3	.	100	1	106	2
CCOc1ccc2nc(NC(=O)CSc3nc(SC)ns3)sc2c1	102	-15	0	5	-0.6	105	11	101	4
Cc1ccc(/C=C2\SC(=S)N(CCC(=O)Nc3cccnc3)C2=O)cc1	109	3	1	-2	-6.6	97	0	102	4
CC1=NN(C(N)=S)C(=O)C1N=Nc1ccc(Cl)cc1 (stereo not given)	105	4	.	.	-4.3	97	0	95	.
Cc1cc(C(F)(F)F)c(C#N)c(SCC(=O)Nc2nc3ccccc3s2)n1	112	-457	37*	6	-12	99	4	104	7
COc1ccccc1C(=O)NC(=O)COc1cc(Cl)ccc1Cl	75	6	-1	2	1.4	105	0	86	5
CCOc1ccccc1C(=O)Nc1ccc(S(=O)(=O)Nc2nccc(C)n2)cc1	107	-2	2	2	0.3	97	0	94	-1
C=CCNC(=O)c1ccccc1SCc1c(C)noc1C	102	22	12	7	0.9	101	0	108	6
Cc1nn(-c2ccccc2)c(C)c1C(=O)Nc1nnc(-c2ccco2)o1	104	3	5	2	-0.7	98	0	104	1
COC(=O)c1c(-c2cccs2)csc1NC(=O)CSc1ncnc2sc(C)c(C)c12	95	3	2	2	1.7	92	2	97	4
CC1=C(C(=O)OC(C)C)C(c2cccc(F)c2)n2ncnc2N1 (stereo not given)	109	2	0	4	0.5	69	2	98	-2
COc1cccc(C(=O)NCC(=O)OCC(=O)C(C)(C)C)c1	95	9	0	1	-1.1	95	0	105	7
CCNC(=S)N(CCc1ccc(S(N)(=O)=O)cc1)C1CC(=O)N(c2ccccc2)C1=O (stereo not given)	105	-2	-1	1	1.8	97	5	108	-2
COc1ccc2oc(C(=O)OCC(=O)N(CCC#N)c3ccccc3)c(C)c2c1	103	-4	-2	6	0.6	98	0	98	-4
Cc1ccc(SC(C)C(=O)Nc2c(C)n(C)n(-c3ccccc3)c2=O)cc1 (stereo not given)	90	1	10	9	1.2	89	2	83	1
CCn1nc(C)cc1C(=O)N1CCCC(N2CCN(Cc3ccc4c(c3)OCO4)CC2)C1 (stereo not given)	101	13	8	5	-0.1	105	0	102	-2
Cc1ccc(CNC(=O)Cn2ccc3cc(S(=O)(=O)N4CCCCCC4)ccc32)cc1	110	9	2	1	0.2	103	0	109	6
O=C(CCS(=O)(=O)c1cccs1)Nc1ccc(C(=O)NCc2cccs2)cc1	112	-1	-3	-6	1.4	82	0	104	4
c1cc(N2CCCC2)ccc1C(c1nnnn1C1CCCCC1)N1CCOCC1 (stereo not given)	98	-7	3	15	2.2	100	1	96	-1
COc1ccc(Br)cc1S(=O)(=O)NCc1ccccn1	100	2	-1	-3	-0.6	96	2	95	0
C=CCn1c(C)nc2c(cnn2-c2ccccc2)c1=O	101	5	4	4	-1.1	102	0	99	7
O=C(OCC(=O)N1CCCCC1)c1cccc(NS(=O)(=O)c2ccccc2)c1	99	-2	-4	-1	-2.7	92	0	108	3
CCc1ccc(C(=O)N2CCCN(C)CC2)s1	97	-1	1	4	-1.8	82	0	100	2
CS(=O)(=O)Nc1ccc(C(=O)Nc2ccccc2Sc2ccccc2)cc1	99	8	0	5	1.9	97	1	114	7
Cc1ccc(NC(=O)CC2COc3ccccc3O2)cc1 (stereo not given)	82	5	4	3	0.5	83	0	85	5
Cc1ccc(OCC(=O)Nc2ccc([N+](=O)[O-])cn2)cc1C	89	10	-4	-5	-0.3	115	1	92	-11
CCOc1ccc(CN2CCN(Cc3ccc(C)o3)CC2CCO)cc1 (stereo not given)	98	9	2	13	-0.7	109	0	100	8
CCN(CC)c1ccc(N=Cc2ccc(N(CC)CC)cc2O)cc1	94	i	0	2	?	96	1	100	8
CC(C(=O)NCC1CCCCC1)N(C)Cc1ccc(Br)cc1 (stereo not given)	101	5	7	14	-1.6	97	0	100	3
Cc1c(C(=O)N2CCC[C@H]2C(N)=O)oc2c(F)cccc12	105	12	.	.	-4.3	98	2	98	.
COc1ccc(C(=O)OCC(=O)c2ccc(F)cc2)cc1OC	109	-1	.	.	.	111	3	101	5
CCOc1ccc(S(=O)(=O)NCc2ccc(OC)cc2)c2cccnc12	116	10	6	7	-0.2	97	6	103	1
COc1cc(SC)ccc1C(=O)NCC1CCCCC1	98	9	-1	-5	-0.9	104	1	98	1
c1ccc2sc(NC3=NCN(Cc4ccc5c(c4)OCO5)CN3)nc2c1	93	-7	5	3	-0.4	74	0	103	0
CCC(C)NC(=O)C1CCCN(C(=O)Nc2ccc(F)cc2)C1 (stereo not given)	.	5	1	1	-3.2	70	0	108	10
COc1ccc(S(=O)(=O)Nc2ccccc2C(N)=O)cc1OC	97	18	3	-1	2.4	99	0	104	-1
C/C(=N\NC(=O)C1COc2ccccc2O1)c1ccc(N2CCOCC2)cc1 (stereo not given)	100	13	-7	1	-1.3	108	0	99	-11
CCc1ccc(OCCCC(=O)Nc2cccc(C(=O)O)c2)cc1	85	-2	4	6	-1.5	95	0	106	5
CCC(=O)Nc1ccc(C(=O)N/N=C/c2c(C)[nH]c3ccccc23)cc1	99	-24	-2	6	-17	97	1	96	-33
CCc1nc(C)cn1S(=O)(=O)c1cc(C)c(OC)cc1C	97	-17	1	2	-2.0	98	0	106	2
CC(=O)NN1C(=O)c2ccccc2NC1c1ccccc1F (stereo not given)	105	27	3	4	0.9	117	2	96	3
COc1ccc(C(=O)N2CCCC(CCC(=O)N3CCN(c4ccccn4)CC3)C2)cc1 (stereo not given)	100	18	1	-7	-2.8	95	3	100	5
COc1ccc(/C=C/C(=O)N/C(=C\c2ccco2)C(=O)NCCc2nc3ccccc3[nH]2)cc1	104	10	1	-15	-20	97	1	104	-14
O=C(CN1C(=O)COc2ccc(S(=O)(=O)N3CCCC3)cc21)NC1CC1	108	-14	2	2	0.1	114	0	102	-11
O=C(CS(=O)(=O)c1ccc(Cl)c(Cl)c1)Nc1ccccc1Cl	96	14	3	5	0.2	108	5	106	0
C(=N\n1cnnc1)/c1cccc2ccccc12	90	8	3	1	-3.9	102	5	87	5
C=CCNc1nc2ccccc2nc1NS(=O)(=O)c1cccc(C)c1	92	3	6	-2	0.6	114	1	88	-2
c1ccc(Cc2noc(CN3CCN(C4CCc5ccccc5C4)CC3)n2)cc1 (stereo not given)	113	-1	3	1	0.4	87	4	116	-8
O=C(CCl)N1CCN(C(=O)C2COc3ccccc3O2)CC1 (stereo not given)	111	12	.	.	.	99	4	103	-7
CCOC(=O)c1ccc(NC(=S)NCc2cccnc2)cc1	96	-2	6	-1	-0.8	83	1	98	8
The list goes on.
SMILES	CIT2 TOR yeast	VLA-4 inh	Bcl-xL primary	MCL1-BIM inh	MEX-5 binding	CR mimetic SO	GRK2 aptamer HTS	AGP1-GFP MLPCN	GLD-1 TGE inh
O=C(NCc1ccc(Cl)cc1)C(=O)N/N=C/c1ccc(Br)cc1	.	-2	4	1	-1.9	98	0	109	-1
Cc1cccc(C)c1N1CCN(S(=O)(=O)N2CCCCC2)CC1	100	-8	8	1	-0.7	94	0	101	3
COc1ccc(C(=O)N/N=C(\C)CC(=O)Nc2ccc(Cl)cn2)cc1	106	-5	1	-6	3.1	91	3	119	-8
Cc1ccc(-n2cnc3sc(C)c(C)c3c2=O)cc1	95	2	4	2	0.6	88	0	110	7
OCc1cn(-c2ccccc2)nc1-c1ccc2c(c1)OCCO2	94	9	0	-1	0.7	114	1	92	4
C#CC(CC)(CC)NC(=O)NC1CCCCC1	107	10	0	4	-0.8	105	2	97	5
CCN(CC)S(=O)(=O)c1ccc(Cl)c(C(=O)NCc2ccccc2Cl)c1	103	-15	3	-2	3.5	85	0	104	0
CC(C)N(Cc1ccccc1)C(=O)CN1C(=O)c2ccccc2C1=O	98	-6	6	1	1.2	100	2	88	9
COc1cc(NC(=O)CN2CCN(S(=O)(=O)/C=C/c3ccccc3)CC2)cc(OC)c1OC	90	0	-3	-5	.	94	1	104	-2
Cc1cccc2c1cnn2C(=O)Nc1ccccc1Br	94	-2	1	-12	3.6	97	1	95	4
O=C(CN1CCCC1)N1CCCC(c2ccc(F)cc2)c2ccc(F)cc21 (stereo not given)	102	-4	9	-1	0.3	112	0	100	4
O=C(NCCNc1ccnc2cc(Cl)ccc12)c1ccccc1F	103	13	2	1	-1.0	103	0	102	2
O=S(=O)(Nc1ccc(C(F)(F)F)cc1)c1cccs1	102	0	1	8	-3.1	98	0	93	0
COc1ccc(NC(=O)c2cn(CCC#N)nc2-c2cc3ccccc3o2)cc1	97	1	2	4	-0.2	100	3	101	0
c1ccc(CNc2nc3ccccc3n3cnnc23)nc1	108	-7	4	9	10	98	2	101	3
Cc1ccc(S[C@@H](CCN2CC[C@H](C(C)(C)C)CCC2=O)c2ccccc2)cc1	67	10	-1	-1	0.1	108	4	76	5

Just GLD-1 TGE inh and MCL1-BIM inh (2 entries from above):
compound	GLD-1 TGE inh	MCL1-BIM inh
Cc1cccc(C)c1N1CCN(S(=O)(=O)N2CCCCC2)CC1	3	1
COc1ccc(NC(=O)c2cn(CCC#N)nc2-c2cc3ccccc3o2)cc1	0	4
